ATXN viability: Viability Counterscreen for Primary qHTS for Inhibitors of ATXN expression | S2 cells (HEK-293 line with an ATXN2-luciferase reporter) viability, CellTiter-Fluor protease fluorescence, 24 h | Potency, µM (top dose mostly 56.7 µM), actives largely listed as cytotoxic | 0.49% of 400,000 active; further: nearly all actives have a fitted effect of over 40% in size
HepG2 tox: qHTS for Inhibitors of TGF-b: Cytotox Counterscreen. 0.76% of 410,000 active. Potency, µM (series often up to 46.1 µM), for the others: at the top dose activity change, negative = cytotoxicity, actives largely listed as cytotoxic. HepG2 CAGA-GFP viability, ATP luminescence, 18 h. AID 588856, 2011; further: some results filed as inactive show a strong effect at the top dose
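CellTiter-Glo luminescence gave cytotoxicity after 18 hours at 37 degrees C. The cells were HepG2 CAGA-GFP in 1% FBS DMEM, stimulated with 500 pg/mL TGF-beta after compound addition. %Activity was normalised to no-cell wells (complete cell-killing) and DMSO (no toxicity), and curves were fitted and classified.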
Nrf2 inh: Nrf2 qHTS screen for inhibitors. Potency, µM (titrated, usually from 46 µM), without a hit: at the top dose activity change, negative = inhibition, hits mostly inhibitors. 2.1% of 360,000 active. A549 ARE-Fluc reporter, luciferase luminescence, 18-24 h; further: on the % scale 0 is the no-effect control and ±100 the full control effect; nearly all actives have a fitted effect of over 60% in size
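Concentration-response testing used A549 ARE_Fluc cells at 5000 cells/well. Following an 18-24 h compound incubation, viability was read by fluorescence (Ex 405/Em 525) and luciferase output by luminescence.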
EPAC2 antag: qHTS for Antagonist of cAMP-regulated guanine nucleotide exchange factor 2 (EPAC2): primary screen; EPAC2 GEF exchange of Rap1B-BODIPY-GDP, fluorescence; Potency, µM (top dose mostly 114 µM), for inactives: at the top dose activity, negative = inhibition, actives largely listed as inhibitors; 0.18% of 360,000 active; AID 720708, 2013; further: on the % scale 0 is the no-effect control and ±100 the full control effect; nearly all actives have a fitted effect of over 45% in size; many of its hits are not listed in these tables
Target sequence (Q8WZA2 whole entry, looked up): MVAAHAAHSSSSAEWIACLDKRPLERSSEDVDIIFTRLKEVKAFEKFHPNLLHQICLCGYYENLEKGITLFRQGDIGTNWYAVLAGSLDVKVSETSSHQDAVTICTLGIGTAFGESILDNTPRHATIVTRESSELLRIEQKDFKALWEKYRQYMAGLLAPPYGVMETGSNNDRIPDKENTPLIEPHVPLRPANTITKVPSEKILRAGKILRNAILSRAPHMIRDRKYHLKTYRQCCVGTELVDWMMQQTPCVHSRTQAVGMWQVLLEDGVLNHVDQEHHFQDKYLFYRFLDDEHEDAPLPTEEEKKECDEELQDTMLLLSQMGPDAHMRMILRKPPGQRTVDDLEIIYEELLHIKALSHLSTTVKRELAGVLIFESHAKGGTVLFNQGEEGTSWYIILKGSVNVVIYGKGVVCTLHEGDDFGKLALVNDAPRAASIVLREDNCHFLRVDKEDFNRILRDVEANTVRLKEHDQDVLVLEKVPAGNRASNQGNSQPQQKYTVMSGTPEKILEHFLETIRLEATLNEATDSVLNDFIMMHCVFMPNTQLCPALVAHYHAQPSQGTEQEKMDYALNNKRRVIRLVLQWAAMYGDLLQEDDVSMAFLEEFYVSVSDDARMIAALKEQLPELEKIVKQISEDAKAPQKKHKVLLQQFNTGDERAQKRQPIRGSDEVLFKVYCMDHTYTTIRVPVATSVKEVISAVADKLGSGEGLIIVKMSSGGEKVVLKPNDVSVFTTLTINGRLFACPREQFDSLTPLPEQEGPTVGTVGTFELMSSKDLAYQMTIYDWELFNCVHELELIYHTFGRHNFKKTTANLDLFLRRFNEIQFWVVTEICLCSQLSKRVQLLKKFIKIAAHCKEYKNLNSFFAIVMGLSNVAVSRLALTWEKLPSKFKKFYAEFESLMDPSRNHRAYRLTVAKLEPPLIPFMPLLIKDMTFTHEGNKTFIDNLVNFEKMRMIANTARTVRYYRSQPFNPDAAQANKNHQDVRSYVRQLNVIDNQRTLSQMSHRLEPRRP
ATXN2 expr inh: Primary qHTS for Inhibitors of ATXN expression | AID 1745845, 2022 | 0.72% of 360,000 active | HEK-293 ATXN2-luciferase reporter, luminescence, 24 h | Potency, µM (series often up to 57 µM), without a hit: at the top dose activity change, negative = inhibition, hits mostly inhibitors; further: on the % scale 0 is the no-effect control and ±100 the full control effect; nearly all actives have a fitted effect of over 55% in size
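ATXN2-luciferase reporter cells (luciferase flanked by upstream and downstream ATXN2 gene portions) were treated 24 h at 37 °C with compounds at up to 57 uM. SteadyGlo luminescence gave expression; GF-AFC fluorescence gave viability.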
MCF10A rerep: A quantitative high throughput screen for small molecules that induce DNA re-replication in MCF 10a normal breast cells. 2.9% of 350,000 active. MCF 10A DNA re-replication, Hoechst nuclear intensity, 48 h. Potency, µM (series often up to 46.1 µM), for inactives: top-dose activity, positive = re-replication, most hits filed as activators; further: % of control where 0% means no effect; nearly all actives have a fitted effect of over 50% in size
TGFb SMAD3 inh: qHTS for Inhibitors of TGF-b; HepG2 CAGA-GFP TGF-b/SMAD3 reporter, GFP fluorescence, 18 h; TGF-beta stimulated, 500 pg/mL final; Potency, µM (doses to about 46.1 µM), without a hit: top-dose activity, negative = inhibition, actives largely listed as inhibitors; 1.2% of 410,000 active; AID 588855, 2011; further: on the % scale 0 is the no-effect control and ±100 the full control effect; nearly all actives have a fitted effect of over 65% in size
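HEPG2 CAGA-GFP reporter cells (1000/well, DMEM with 1% FBS) received compounds, then recombinant TGF-beta at 500 pg/mL final for 18 hours at 37 degrees C. Per-cell GFP summed per well was normalised to unstimulated and stimulated DMSO controls before curve fitting.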
A549 tox: Nrf2 qHTS screen for inhibitors: counterscreen for cytotoxicity | Potency, µM (titrated, usually from 46 µM), inactives show at the top dose activity change, negative = cytotoxicity, actives largely listed as inhibitors | AID 504648, 2011 | A549 ARE-Fluc cells, CellTiter-Fluor viability, 18-24 h | 0.16% of 390,000 active; further: on the % scale 0 is the no-effect control and ±100 the full control effect
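Cytotoxicity counterscreen: CellTiter-Fluor fluorescence was measured in A549 ARE_Fluc cells after 18-24 h of compound exposure in a concentration series. The subsequent BugLite luminescent read reports ARE-luciferase activity.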
Nrf2 ARE act: qHTS of Nrf2 Activators. AREc32 ARE-luciferase reporter (MCF7-derived line), luminescence, 24 h. Potency, µM (series often up to 46.1 µM), for the others: at the top dose activation, usual class: activators. 0.31% of 410,000 active. AID 624171, 2012; further: % of control where 0% means no effect; nearly all actives have a fitted effect of over 65% in size
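AREc32_Fluc, 1000 cells/well, OPTI-MEM + 5% FBS, o/n 37 deg C 5% CO2; 23 nL cpd by pin tool, 24 hr; Steady-Glo 30 min RT, luminescence.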
The depositor's hits bear a star; i = inactive; ? = inconclusive; / = no result given; [ ] = remark or other dose. The call rests on the fitted dose curve; in most records, active means well fitted curve in the direction sought with a large enough effect; inconclusive means small, poorly fitted or top-dose-only effect, or another doubt; inactive means no such curve, though single readings can be large; an effect the other way counts as inactive or inconclusive. Potency means the concentration at half of the fitted maximal effect. Only part of the results is shown, so the mix of outcomes need not match the whole.

| item | SMILES | ATXN viability | HepG2 tox | Nrf2 inh | EPAC2 antag | ATXN2 expr inh | MCF10A rerep | TGFb SMAD3 inh | A549 tox | Nrf2 ARE act |
| --- | --- | --- | --- | --- | --- | --- | --- | --- | --- | --- |
| 1 | CCc1cccc2c(C(=O)CSc3nncn3-c3ccc(OC)cc3)c[nH]c12 | ? | -19% | 2% | 4% | -28% | 14% | 9% | -10% | 4.0% |
| 2 | NS(=O)(=O)c1ccc(NC(=O)C2CCCN(S(=O)(=O)c3ccc(F)cc3)C2)cc1 (stereo not drawn) | i | -3% | 3% | 0% | -3% | 0% | -5% | 1% | 0.0% |
| 3 | Cc1nn(C2CCS(=O)(=O)C2)c(Cl)c1/C=C/C(=O)OCC(=O)N(C)C (stereo not drawn) | i | -9% | 14% | -9% | 40%[activator] | -1% | -5% | ? | 5.1% |
| 4 | CC(C)(C)C(=O)CSc1ncnc2sc3c(c12)CCC3 | i | -9% | -13% | -10% | / | 2% | -8% | 0% | ? |
| 5 | C=CCn1c(SCC(=O)NC2CCS(=O)(=O)C2)nnc1-c1cc2c(s1)CCC(CC)C2 (stereo not drawn) | i | -25% | -34% | -5% | 36% | 1% | -25% | -1% | 1.9% |
| 6 | O=S(=O)(c1ccc2ccccc2c1)N1CCN(c2ccc(O)cc2)CC1 | i | -7% | 10µM* | -18% | / | -2% | -20% | -1% | 9.1% |
| 7 | COC(=O)c1ccc2c(c1)c(-c1ccccc1)c(-c1ccccc1)n2C | i | -13% | -14% | ? | -13% | ? | -4% | ? | 3.9% |
| 8 | COc1ccc(OC)c(/C=N/NC(=O)CCc2ccc(O)c(O)c2)c1 | i | -7% | 12% | 7% | 6% | 13% | -23% | 3% | 2.2%[9.22 µM] |
| 9 | CN1C(=O)c2cccc3c(S(=O)(=O)NCCc4ccccc4)ccc1c23 | ? | -12% | ? | -2% | -4% | 23µM* | 0% | 1% | 3.5% |
| 10 | CC12CC3CC1C(C(=O)O2)C3C(=O)O (stereo not drawn) | i | -4% | -2% | -16% | -8% | -4% | 0% | -3% | 0.0% |
| 11 | CCc1cccc(NC(=O)Cn2ncc3c([nH]c4ccc(C)cc43)c2=O)c1 | i | -4% | ? | / | 5% | / | 7% | 3% | -0.1% |
| 12 | Cc1c(C(=O)Nc2ccccc2)sc2nc(-c3ccccc3)cn12 | i | -30% | ? | -3% | 13% | 10% | 4% | -20% | 2.6% |
| 13 | Cc1ccc(Cn2ccnc2SCC(=O)Nc2ccccc2C(F)(F)F)cc1 | / | -5% | / | / | / | / | -22% | 16% | -0.8% |
| 14 | O=C(N1CCOCC1)N(CCN1CCOCC1)Cc1cccc2ccccc12 | i | -35% | 15% | 8% | -1% | -11% | 15% | -2% | 0.5% |
| 15 | CN(C(=O)CSc1nccc(=O)[nH]1)C1CCCCC1 | i | -11% | -4% | -4% | -1% | -4% | -11% | 11% | -0.3% |
| 16 | CC1Cc2nc(SCC(=O)NCC3CCCO3)n(C)c(=O)c2S1 (stereo not drawn) | i | -43% | -3% | -2% | 4% | 0% | 0% | -7% | 0.2% |
| 17 | COc1ccccc1N1CCN(C(c2ccc(N(C)C)cc2)c2nnnn2CCc2ccccc2)CC1 (stereo not drawn) | i | 4% | 25% | -4% | -2% | 4% | -14% | -6% | -0.3% |
| 18 | CCC12CN(C(=O)c3ccc(OC)cc3)CC(CC)(CN(C(=O)c3ccc(OC)cc3)C1)C2=O | i | 1% | -11% | 15% | -9% | 3% | 11% | -5% | 0.1% |
| 19 | CCCCc1cc(=O)oc2cc(C)cc(OCC(=O)NCc3ccncc3)c12 | i | -16% | 18% | -1% | -16% | 1% | 8% | 0% | 0.0% |
| 20 | Cc1c(NC(=O)C(C)OC(=O)c2cccc(S(=O)(=O)N3CCOCC3)c2)c(=O)n(-c2ccccc2)n1C (stereo not drawn) | / | -2% | -9% | 0% | / | 0% | -3% | 0% | -0.8% |
| 21 | CCOc1ccc(NC(=S)N(CCc2c(C)[nH]c3ccc(C)cc23)Cc2cccnc2)cc1 | i | -6% | 4% | 0% | 5% | 11% | 0% | -1% | 4.4% |
| 22 | C=CCn1c(SCc2cc(=O)n3ccsc3n2)nc2ccccc2c1=O | i | -43% | -11% | 3% | 5% | ? | -3% | 2% | -0.9% |
| 23 | Cc1cc(C(=O)OCC(=O)NCCN2C(=O)CSC2=O)ccc1[N+](=O)[O-] | i | -24% | 6% | 5% | / | -6% | -1% | -2% | -0.4% |
| 24 | Cc1ccc(OCCNC(=O)/C=C/c2ccccc2)cc1C | i | -12% | -8% | -2% | -1% | -1% | -22% | 9% | -0.3% |
| 25 | COc1ccc(C(=O)C[n+]2cccc3cc(OC)ccc32)cc1 | i | -26% | -16% | 11% | -26% | -3% | 17% | -9% | 0.3% |
| 26 | COc1ccc(OC)c(NC(=O)c2ccc3c(c2)C(=O)N(c2ccc(OC(C)=O)cc2)C3=O)c1 | i | 1% | -23% | 1% | -3% | 13% | -3% | 2% | -0.4% |
| 27 | CC1Cc2cc(/C(O)=C3/C(=O)C(=O)N(CCCN(C)C)C3c3ccncc3)ccc2O1 (stereo not drawn) | i | 14% | 7% | 5% | 4% | -7% | 20% | -3% | -0.6% |
| 28 | Cc1nc(-c2ccc(Cl)cc2)sc1CCNC(=O)c1ccc(C(F)(F)F)cc1 | i | 3% | / | / | -4% | / | -2% | 5% | -0.7% |
| 29 | Cc1ccc(NC(=O)C(C)OC(=O)Cc2c[nH]c3ccccc23)cc1S(=O)(=O)N1CCOCC1 (stereo not drawn) | i | 10% | -4% | -2% | 15% | 2% | -2% | -2% | 0.5% |
| 30 | CSc1nc2nc3c(c(=O)n2[nH]1)CCCC3 | i | 10% | 28% | 3% | 6% | 0% | 10% | 0% | 0.6% |
| 31 | Cc1cc(=O)oc2cc(OCC(=O)Nc3c(C)n(C)n(-c4ccccc4)c3=O)c(Cl)cc12 | i | -4% | -16% | 8% | 0% | -2% | 7% | -4% | -0.2% |
| 32 | O=C(Nc1ccccc1)Nc1nnc(SCC(=O)N2CCCCC2)s1 | / | -28% | / | / | / | / | ? | -5% | -2.1% |
| 33 | Cc1cccc(C)c1NC(=S)Nc1c(C)n(C)n(-c2ccccc2)c1=O | i | -12% | 6% | 0% | -16% | 5% | -13% | -16% | -0.5% |
| 34 | COc1cc(NC(=O)COc2ccc(-n3cnnn3)cc2)cc(OC)c1OC | i | -9% | -8% | -4% | 23% | 4% | -5% | 1% | 3.3% |
| 35 | COc1ccc(C2C(C(=O)c3ccccc3)=C(C)Nc3nc4ccccc4n32)c(OC)c1 (stereo not drawn) | i | -4% | 6% | 4% | -1% | 10% | ? | -2% | 0.9% |
| 36 | CCOC(=O)c1sc(SC)nc1N | i | -14% | ? | -10% | 22% | 0% | -9% | -1% | 1.9% |
| 37 | CC(=O)c1cccc(NC(=O)N2CCCC2C(=O)NC2CCCCC2)c1 (stereo not drawn) | i | -8% | -18% | 6% | 1% | 12% | -4% | -23% | -0.6% |
| 38 | CCOC(=O)c1cc2sc(C)cc2n1CCCN1C(=O)c2ccccc2C1=O | i | -4% | ? | -5% | -8% | 11% | 5% | -7% | -0.4% |
| 39 | COC(=O)c1ccccc1NC(=O)COC(=O)Cc1ccc(S(=O)(=O)N2CCOCC2)s1 | i | -30% | 2% | -4% | 10% | -1% | -3% | 15% | 2.8% |
| 40 | CC(C)Cn1c(SCC(=O)N(C)c2c(N)n(Cc3ccccc3)c(=O)[nH]c2=O)nc2ccccc21 | i | 3% | 7% | 8% | 3% | 8% | 6% | -1% | 0.3% |
| 41 | CC(C)c1ccc(/C=N/NC(=O)C2CCCC2)cc1 | i | 1% | ? | -11% | 53%[activator] | 7% | 3% | -5% | 0.6% |
| 42 | CCOC(=O)c1ccc2c(c1)N(CC(=O)N1CCCCC1)C(=O)C(C)(C)O2 | i | -2% | -3% | 5% | 5% | 2% | 1% | -4% | -0.6% |
| 43 | O=C(CSc1nnc(COc2ccc(Cl)cc2)o1)NC1CC2CCC1C2 (stereo not drawn) | i | 0% | 6% | 4% | -4% | 14% | -21% | -10% | -0.6% |
| 44 | CCOC(=O)c1c(NC(=O)C2C3CCC(O3)C2C(=O)O)sc2c1CCCC2 (stereo not drawn) | i | -7% | -16% | -1% | -32% | 19% | 5% | 0% | 0.5% |
| 45 | Cc1cc(O)c(C2=Nc3ccccc3SC(c3ccc(Cl)cc3)C2)c(=O)o1 (stereo not drawn) | i | 7% | ? | 13% | 72%[activator] | 5.2µM* | ? | 16% | 7.6%[9.22 µM] |
| 46 | CCCCN(C)CCCNC(=O)C1CCC(CNS(=O)(=O)c2c(C)cc(C)cc2C)CC1 (stereo not drawn) | i | -38% | 7% | -8% | / | 1% | -15% | 2% | -0.5% |
| 47 | Cc1ccc(NC(=O)CSc2sc3c(O)cc(=O)[nH]c3c2C#N)cc1C | i | -3% | 8% | 8% | 1% | -19% | -9% | 1% | -0.5% |
| 48 | O=C(N/N=C/C1=C(N2CCOCC2)C(=C\c2ccccc2)/CC1)Nc1ccccc1 | ? | -2% | -6% | 21% | -15% | ? | 2% | -6% | 4.3% |
| 49 | CC(C)NC(=O)CCS(=O)(=O)c1cccc2nonc12 | i | 8% | 20% | 22% | 0% | 9% | 2% | 0% | -0.6% |
| 50 | O=C(Nc1ccc(Cl)cc1C(=O)NCc1cccnc1)c1ccc(Cl)cc1Cl | i | -13% | -14% | -21% | -9% | ? | -5% | 12% | 3.2% |

Part of the list above, limited to HepG2 tox and EPAC2 antag.
cpd	SMILES	HepG2 tox	EPAC2 antag
33	Cc1cccc(C)c1NC(=S)Nc1c(C)n(C)n(-c2ccccc2)c1=O	-12%	0%
34	COc1cc(NC(=O)COc2ccc(-n3cnnn3)cc2)cc(OC)c1OC	-9%	-4%
35	COc1ccc(C2C(C(=O)c3ccccc3)=C(C)Nc3nc4ccccc4n32)c(OC)c1 (stereo not drawn)	-4%	4%
36	CCOC(=O)c1sc(SC)nc1N	-14%	-10%

High-throughput results as filed in PubChem.
